Insulin prom up: MIN6 insulin promoter up-regulation | actives 0.3% (n = 190,000) | AID 1625 | z-score at 5 µM | MIN6 insulin promoter-GFP reporter, high-content imaging; stronger effect = higher value;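 active = z-score above 3 at 5 µM with at least 500 cells counted in the well; inconclusive = wells under 500 cells, flagged as cytotoxic or low count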
Dynein cargo inh: dynein cargo transport inhibition; actives 0.47% (n = 220,000); z-score, hits read low; 3617.4 mouse cells, GR-EGFP nuclear translocation imaging; test concentration mostly 20 µM; stimulated with dexamethasone, 1 µM; stronger effect = lower value;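 active = plate z-score of nuclear minus cytoplasmic receptor signal below a set negative limit, without overly bright fluorescence or cell loss, cut at about -3.5 in these data, passing the limit was not always enough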;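 note: z-score of nuclear minus cytoplasmic ring GR-EGFP intensity difference per well; some compounds called inactive have numbers as strong as hits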
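Buffer or medium: tet-free, stripped-serum medium; Also added: dexamethasone, 1.0 µM final; Technique: high-content fluorescence imaging after fixation; Times: 48 h induction, 1 h compound, 30 min dex at 37 °C; Read-out: per-cell GR-EGFP intensity, nucleus versus surrounding cytoplasmic ring, well-averaged.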
b-catenin transl: modulators of beta-catenin nuclear translocation | HeLa beta-catenin nuclear translocation, immunofluorescence imaging | actives 0.3% (n = 190,000) | nuclear translocation activity, % at 5 µM;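 active = nuclear translocation activity above 50% at 5 µM, with a well cell count of 50 or more; inconclusive = wells under 50 cells across six images, flagged as toxic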;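 note: per-cell ratio of nuclear to cytoplasmic median beta-catenin stain intensity; plate controls were DMSO negative control for no effect and GSK-3 inhibitor IX positive control for full effect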
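Read-out: Nuclear/cytoplasmic beta-catenin signal ratio, % activation | Assay system: Human HeLa cell line | Times: 24 h compound exposure at 37°C, 5% CO2 | Signal: Fluorescence imaging of beta-catenin antibody stain plus DAPI | Dosing: 5 µM primary, 0.02–20 µM confirmation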
MT stabilizer: microtubule stabilizers in HeLa cells; % tubulin-high responders, % at 10 µM; actives 0.83% (n = 200,000); AID 2205; HeLa tubulin immunostaining HCS, 24 h; share of cells brighter than vehicle mean+2SD;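 active = plate Z-score above 3 for both tubulin-high and condensed-nucleus cell shares, with cell loss under 80%, at 10 µM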;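 note: anti alpha tubulin signal scored within the nucleus-defined area of each cell; some results filed as inactive read as strong as hits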
WT yeast gro inh: growth inhibition of WT yeast, mitochondrial fusion screen. inhibition, % at 10 µM. actives 2.1% (n = 190,000). mitochondrial fusion phenotypic screen, WT strain; in the data active = inhibition above about 58%; tested in S. cerevisiae
Lipid droplet: hepatic lipid droplet formation modulation. AML12 mouse hepatocytes, oleate lipid droplets, BODIPY imaging. inhibition, % at 6.5 µM. actives 0.4% (n = 240,000). AID 1656;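 active = lipid droplet intensity inhibited by at least 50%, with more than 500 cells counted; inconclusive = wells with under 300 cells, treated as cytotoxic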
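material = mouse AML12 hepatocyte cell line, fixed after treatment | also added = 100 µM oleic acid challenge | doses = compound at 6.5 µM only | schedule = overnight exposure | technique = Image-based BODIPY and DAPI two-channel analysis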
Autophagy mod: modulators of autophagy | MEF GFP-LC3 puncta imaging; test concentration mostly 10 µM | calls only at 10 µM (by protocol) | actives 0.98% (n = 190,000) | AID 463193;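 active = percentage of spot-positive cells more than 3 SD above its plate mean, without a fluorescence outlier flag or 80% toxicity; inconclusive = no clear call, values can overlap the other calls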;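 note: spot-positive cell cutoff set from DMSO-treated cells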
Yfh1-off respiration: mitochondrial function rescue without frataxin homolog – Friedreich's ataxia, plus single-dose screen, dose response (AID 1465); actives 0.074% (n = 220,000); S. cerevisiae Yfh1-off respiration, WST-1 reduction, 72 h; higher fold induction means a stronger effect; fold induction at 50 µM; hits with a dose series show EC50 in µM;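 active = fold induction of absorbance versus untreated yeast above a set limit, then at least 30% activation at any dose in follow-up; inconclusive = repeats straddling the limit, or above it without dose testing; inactive = fold induction below the set limit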;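 note: activators that raise dye reduction in frataxin-depleted yeast; strong numbers were not always called active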
NOD2 inhibition: inhibition of NOD2-driven NF-kB reporter – cell-based, luminescence, uHTS, HEK293 (AID 1566); HEK293 NOD2/NF-kB luciferase reporter, luminescence; higher % means a stronger effect; one-dose inhibition, % at 4 µM; EC50 in µM for titrated hits; actives 0.63% (n = 290,000); in the data active = inhibition above about 50%; note: many of its hits are not listed in these tables
WT yeast gro inh mutant strain: second read-out of WT yeast gro inh, no call of its own (marks repeat the call); inhibition, %; mitochondrial fusion phenotypic screen, mutant strain inhibition
Dynein cargo inh cytoplasmic EGFP: further read-out of Dynein cargo inh, marked with its call; z-score; measured here: cytoplasmic GR-EGFP intensity; stronger effect = higher value
Dynein cargo inh nuclear GR-EGFP: further read-out of Dynein cargo inh, marked with its call; z-score; measured here: nuclear GR-EGFP intensity;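 lower value marks the stronger effect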
Dynein cargo inh cell count: also measured in Dynein cargo inh; calls as there; z-score; measured here: cell count per field
Insulin prom up cell count: also measured in Insulin prom up; calls as there; cell count; measured here: cytotoxicity, nuclei count;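 total cells summed across four imaged fields per well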
Lipid droplet cells 6.5 µM: recorded beside Lipid droplet, whose call it bears; cell count; measured here: cell count, cytotoxicity flag;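 cells counted across two imaged fields per well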
b-catenin transl cell count 5 µM: second read-out of b-catenin transl, no call of its own (marks repeat the call); cell count; measured here: cell count, cytotoxicity flag
MT stabilizer Hoechst-high %: also measured in MT stabilizer; calls as there; % Hoechst-high responders; measured here: nuclear condensation Hoechst responders;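 share of cells brighter than vehicle mean plus two SD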
MT stabilizer cytotoxicity %: also measured in MT stabilizer; calls as there; toxicity, %; measured here: cytotoxicity by cell density;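 0% = mean cell density of plate MIN control wells and 100% = no cells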
Autophagy mod cell loss 18 h: further read-out of Autophagy mod, marked with its call; toxicity, %; measured here: cell loss, nuclei count;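 cell loss after 18 h compound exposure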
An asterisk follows results filed as active; i = inactive; ? = inconclusive; . = not tested or not shown; + = active, no number. A portion of the library. The share of hits here may be higher or lower than overall.

Order of results: Dynein cargo inh cytoplasmic EGFP, Yfh1-off respiration, Dynein cargo inh cell count, Insulin prom up, Lipid droplet cells 6.5 µM, MT stabilizer, b-catenin transl, b-catenin transl cell count 5 µM, Lipid droplet, Autophagy mod cell loss 18 h, Dynein cargo inh, NOD2 inhibition, MT stabilizer Hoechst-high %, Insulin prom up cell count, WT yeast gro inh, WT yeast gro inh mutant strain, Autophagy mod, Dynein cargo inh nuclear GR-EGFP, MT stabilizer cytotoxicity %
1. CC1(C)CC(C(CC(=O)N2CCCC2)Cc2ccccc2)CCO1 (stereo not drawn)
→ 0.816, i, -2.3, 0.86, 669, ., -0.6, 1258, -6.5, ., 2.14, -25.2%, ., 1060, ., ., ., 2.31, .
2. CCc1ccc(-c2nc(CN3CCC(C(=O)NCCc4ccc(OC)c(OC)c4)CC3)c(C)o2)cc1
→ -0.193, i, 0.444, -2.33, ., 1.9, 0.0, 904, ., -0.3, -0.509, 9.6%, 1.1, 684, -8.5, 17.2, i, -0.166, 5.8
3. COc1ccc(N2C(=O)c3ccccc3NC2(C)C)cc1
→ -0.231, i, -0.665, -1.34, 740, 3.6, 4.3, 807, 5.1, 14.7, 0.397, -23.4%, 2.1, 1192, -6.9, -9.1, i, 0.436, 9.7
4. NS(=O)(=O)c1cccc(NC(=O)c2cccnc2Oc2ccccc2)c1
→ -0.191, i, 0.488, -0.74, 704, ., -3.0, 1194, 1.0, ., 0.553, 17.2%, ., 1411, ., ., ., 0.0652, .
5. COc1ccc(N(CC(=O)NC(C)(C)C)C(=O)c2ccco2)cc1
→ -0.182, i, 0.197, -1.43, ., 2.8, -5.5, 1011, ., -4.4, 0.025, 11.0%, 2.3, 1011, -9.4, -5.7, i, 0.185, 7.2
6. Cc1nccc(-c2ccc(-n3cnc4ccccc43)cc2)n1
→ -0.149, i, 0.416, -0.37, 763, 1.4, -2.2, 1259, -2.1, 2.2, -0.658, 21.2%, 1.6, 838, 6.8, 10.5, i, -0.445, 1.8
7. Cn1c(=O)c2c(nc(OCC3COC(C)(C)O3)n2Cc2ccccc2F)n(C)c1=O (stereo not drawn)
→ -0.197, i, 0.76, -0.3, ., 6.7, -2.2, 1382, ., 4.1, -0.167, 0.3%, 1.0, 1220, -0.1, -15.7, i, 0.274, 11.0
8. COc1ccc(NC(=S)N2CCC(N(C)CCN3CCOCC3)CC2)cc1
→ -0.224, i, -0.334, -0.11, 673, 1.7, 0.5, 1057, 10.2, 1.6, -0.193, 10.8%, 2.3, 1538, 8.6, -0.4, i, -0.0104, 7.7
9. CCCC(=O)Nc1c2c(nn1-c1ccc(C)cc1C)CSC2
→ -0.304, i, 0.0775, 0.69, ., 4.5, 0.0, 1389, ., -9.5, -1.55, 7.5%, 3.5, 1339, 0.8, 2.6, i, -0.482, 6.6
10. CCC(=O)NC(=S)Nc1ccc(NC(=O)c2ccc([N+](=O)[O-])cc2Cl)cc1
→ -0.236, i, -0.199, 0.32, 619, 3.2, 0.8, 1112, -1.9, 0.7, 0.503, 5.3%, 2.1, 1490, 20.4, -14.7, i, 0.0409, 6.4
11. O=C(Cn1cc(C(=O)C2CC2)c2ccccc21)NCc1ccccc1
→ -0.261, i, -0.108, 0.21, 708, 3.7, -0.3, 1186, 4.2, 0.9, -0.741, -43.5%, 1.8, 1211, -1.6, -6.1, i, -0.0708, 7.0
12. COc1ccc(NC(=O)C2CC(c3cc(OC)c(OC)c(OC)c3)=NO2)cc1OC (stereo not drawn)
→ -0.217, i, 0.313, -0.38, 801, 2.5, ., ., 9.2, -14.5, -0.0444, 12.8%, 3.1, 1010, -11.8, 7.6, i, 0.206, 10.3
13. CN1CN(C)C(c2ccncc2)=C1c1ccncc1
→ -0.0487, i, -1.46, ., 765, ., -0.7, 1357, 0.9, ., 0.882, 3.6%, ., ., ., ., ., 0.945, .
14. CCOC(=O)c1c(CSC(=N)N)n(-c2ccc(C)cc2)c2cc(Br)c(OC(C)=O)cc12
→ -0.025, i, -0.686, ., ., 2.1, ., ., ., -6.3, -1.53, 10.4%, 1.5, ., 2.8, -0.7, i, -1.08, 6.8
15. COc1cc(C(=O)Nc2sc(C)c(C)c2C(=O)O)cc(OC)c1OC
→ -0.163, i, -0.543, 1.16, 609, 2.3, -2.6, 988, -2.6, -15.4, 0.0568, 5.4%, 0.5, 1397, -12.2, -16.5, i, 0.532, 6.8
16. Cc1ccccc1N1C(=O)[C@@H]2Cc3ccccc3CN2C1=O
→ -0.192, i, -0.0807, 0, 770, 3.7, -5.4, 1121, -1.1, 6.9, -0.368, 3.4%, 1.8, 755, 5.2, 17.9, i, 0.138, 6.1
17. Nc1nc(NCc2ccco2)nc(NCCO)c1[N+](=O)[O-]
→ -0.26, i, -0.275, -0.59, 597, ., 0.2, 1280, 6.1, ., 0.34, 12.6%, ., 1123, ., ., ., -0.15, .
18. CCC1=NN(C(=O)c2cccnc2)C(O)(C(F)(F)F)C1 (stereo not drawn)
→ -0.309, i, 0.375, 0.33, 613, 4.1, 8.3, 468, 2.5, -6.6, -0.342, 18.5%, 4.1, 1305, 3.5, 6.2, i, -0.398, 3.4
19. O=c1cc(N2CCCCC2)c(-c2ccccc2)nn1Cc1cccc(Cl)c1
→ -0.216, i, -0.261, ., ., 2.8, ., ., ., 2.4, 0.39, 8.2%, 1.3, ., 86.3*, 37.0*, i, -0.585, 5.6
20. N#Cc1c(NC(=O)CCC(=O)O)sc2c1CCCC2
→ -0.187, i, -0.671, 0.82, 762, 3.4, ., ., -11.5, -3.1, -1.07, 2.8%, 2.0, 1305, -1.9, 19.1, i, -0.362, 5.0
21. O=C(Nc1nnc(-c2ccccc2)o1)c1cc(-c2cccs2)nc2ccccc12
→ -0.235, ., 0.129, 0.3, 754, 4.0, 3.6, 563, -2.6, 5.5, -0.421, 16.2%, 3.6, 1119, 70.4*, 64.4*, i, 0.587, 4.9
22. Cc1ccc2c(c1)NCC(C(=O)NCc1ccccc1)O2 (stereo not drawn)
→ -0.27, ., 0.396, -0.64, 740, 3.9, -1.0, 623, -6.9, 11.6, -0.227, -0.5%, 2.0, 1297, 7.7, -2.8, i, 0.551, 0.4
23. CCOc1ccccc1NC(=O)c1cccc(NC(=O)CC(c2ccccc2)c2ccccc2)c1
→ -0.226, i, -0.174, ., ., 1.6, ., ., ., 8.7, -0.16, -17.5%, 2.0, ., 20.7, -11.7, i, -0.679, 7.9
24. CSc1nc2ccc(NC(=O)NC(=O)c3c(F)cccc3F)cc2s1
→ -0.121, i, 0.694, -0.29, 747, ., -0.9, 1089, 4.6, ., 0.374, -6.7%, ., 1415, ., ., ., 0.22, .
25. CCn1cc([N+](=O)[O-])c(C(=O)N2CCN(C(=O)c3ccco3)CC2)n1
→ -0.0663, i, 0.664, 0.16, 683, 1.2, -0.1, 500, 16.9, 4.5, -0.499, 5.6%, 3.5, 1187, -6.0, -1.7, i, -0.293, 4.0
26. CCOC(=O)N1CCN(C(=O)/C(=C/c2ccc(Br)cc2)NC(=O)c2ccc(OC)cc2)CC1
→ -0.292, i, 0.467, 0.03, 659, 2.2, -1.7, 541, -0.1, -5.4, -0.287, 4.3%, 1.9, 1388, 17.4, -20.0, i, -0.495, 4.9
27. CC(C)N1CCN(Cc2cccc(-n3cccn3)c2)CC1CCO (stereo not drawn)
→ -0.249, i, 1.16, ., 733, 2.0, -2.6, 1087, -4.4, -0.2, -0.956, 4.3%, 2.1, ., 4.6, 6.0, i, -0.239, 2.6
28. CCC(=O)n1nc(-c2ccc(Cl)cc2)nc1SC
→ -0.26, ., 0.0405, ., 671, 2.6, -3.6, 535, -30.6, -1.8, -0.576, 8.0%, 3.2, ., -2.5, -4.6, i, -0.0937, 11.9
29. CCC(CO)[n+]1c(C)cc(/C=C2\Sc3ccccc3N2Cc2ccccc2)cc1C (stereo not drawn)
→ 49.2, i, -0.332, ?, 396, 5.9, 16.5, 849, -89.0, 11.0*, 5.57, 35.6%, 2.5, ., 58.5*, 42.5*, +, 12.8, 8.1

Two records picked at random from those above:
Order of results: Dynein cargo inh cytoplasmic EGFP, Yfh1-off respiration, Dynein cargo inh cell count, Insulin prom up, Lipid droplet cells 6.5 µM, MT stabilizer, b-catenin transl, b-catenin transl cell count 5 µM, Lipid droplet, Autophagy mod cell loss 18 h, Dynein cargo inh, NOD2 inhibition, MT stabilizer Hoechst-high %, Insulin prom up cell count, WT yeast gro inh, WT yeast gro inh mutant strain, Autophagy mod, Dynein cargo inh nuclear GR-EGFP, MT stabilizer cytotoxicity %
16. Cc1ccccc1N1C(=O)[C@@H]2Cc3ccccc3CN2C1=O
→ -0.192, i, -0.0807, 0, 770, 3.7, -5.4, 1121, -1.1, 6.9, -0.368, 3.4%, 1.8, 755, 5.2, 17.9, i, 0.138, 6.1
24. CSc1nc2ccc(NC(=O)NC(=O)c3c(F)cccc3F)cc2s1
→ -0.121, i, 0.694, -0.29, 747, ., -0.9, 1089, 4.6, ., 0.374, -6.7%, ., 1415, ., ., ., 0.22, .

Three compounds from above, arranged by the value under Dynein cargo inh cytoplasmic EGFP, highest first:
item	SMILES	Dynein cargo inh cytoplasmic EGFP
5	COc1ccc(N(CC(=O)NC(C)(C)C)C(=O)c2ccco2)cc1	-0.182
22	Cc1ccc2c(c1)NCC(C(=O)NCc1ccccc1)O2 (stereo not drawn)	-0.27
9	CCCC(=O)Nc1c2c(nn1-c1ccc(C)cc1C)CSC2	-0.304
